GPR7 antagonist: human neuropeptides B/W receptor 1 antagonism | 290,000 tested, 1.1% active | GPR7-expressing cells, fluorescence antagonist assay | AID 1861 | inhibition, % at 4.4 µM; in the data active = inhibition above about 16%, passing the limit was not always enough;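 note: cells stimulated with the agonist NPW; 0% = agonist with vehicle and 100% = vehicle without agonist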
Target sequence (P48145 whole entry, looked up): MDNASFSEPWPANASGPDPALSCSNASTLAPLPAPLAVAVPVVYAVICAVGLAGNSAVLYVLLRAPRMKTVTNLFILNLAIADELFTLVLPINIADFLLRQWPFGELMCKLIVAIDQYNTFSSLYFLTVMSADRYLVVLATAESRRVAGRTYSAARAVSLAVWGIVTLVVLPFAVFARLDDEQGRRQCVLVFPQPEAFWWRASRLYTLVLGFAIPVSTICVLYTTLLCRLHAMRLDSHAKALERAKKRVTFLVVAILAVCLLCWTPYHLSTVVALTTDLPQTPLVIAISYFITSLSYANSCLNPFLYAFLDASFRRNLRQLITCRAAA
M18AAP inhibitor: PfM18AAP enzyme inhibition; recombinant PfM18AAP, H-Glu-NHMec fluorogenic cleavage; inhibition, % at 7.35 µM; 290,000 tested, 1.2% active; AID 1822;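 active = inhibition above the campaign mean inhibition over all tested compounds plus 3 SD, cut at about 28% in these data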;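 note: 0% = plate median of test compound wells and 100% = 2 mM ZnCl2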
V1R ag counter: V1a receptor agonism, counter-screen for OXTR agonists; P37288; CHO-V1R cells, Fluo-8 calcium fluorescence, agonist mode; 0% DMSO, 100% 3 nM vasopressin; activation, % at 3 µM; 320,000 tested, 0.25% active; AID 2797;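 active = activation above the mean activation of all tested compounds plus 3 SD, per screening run, cut at about 20% in these data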;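 note: signal is peak over basal fluorescence ratio across a 100 second FLIPR read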
OXTR potentiate: potentiators of human oxytocin receptor; P30559; CHO-OTR cells, Fluo-8 calcium fluorescence, potentiator mode; 0% = oxytocin EC15, 100% = EC100; activation, % at 3 µM; 320,000 tested, 0.061% active; AID 2445;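 active = activation above that plate's cutoff, the mean activation of tested compounds plus 3 SD, cut at about 6.6% in these data, passing the limit was not always enough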;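 note: 100% uses oxytocin at 75 nM as the full agonist control; some results filed as inactive read as strong as hits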
Target sequence (P30559 whole entry, looked up): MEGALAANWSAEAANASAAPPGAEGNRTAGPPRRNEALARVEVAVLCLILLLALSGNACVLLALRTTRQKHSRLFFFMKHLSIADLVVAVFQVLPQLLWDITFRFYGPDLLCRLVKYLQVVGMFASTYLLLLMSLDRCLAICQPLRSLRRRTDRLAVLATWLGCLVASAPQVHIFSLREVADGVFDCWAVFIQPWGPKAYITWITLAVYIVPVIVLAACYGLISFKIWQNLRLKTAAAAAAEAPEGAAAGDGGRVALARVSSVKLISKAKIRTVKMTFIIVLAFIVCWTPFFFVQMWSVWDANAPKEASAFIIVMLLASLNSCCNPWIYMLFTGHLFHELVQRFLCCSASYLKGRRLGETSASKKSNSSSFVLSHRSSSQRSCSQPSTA
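assay system = CHO-OTR cells, human receptor | schedule = compound 6 min at room temperature before oxytocin, 100 s read | detection = Fluo-8 intracellular calcium fluorescence, ex 470-495, em 515-575 nm | evaluation = normalized max/min fluorescence ratio, % activation | control set = EC15 oxytocin alone as 0%, 75 nM oxytocin (EC100) as 100%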
MEKK2 WT-MEK5: raises or lowers MEK5 binding to wildtype human MEKK2 PB1 domain; Q9Y2U5; bead flow cytometry, Alexa488-MEK5 binding to MEKK2 WT; actives lie on both sides; binding response (% of control), % at 10 µM; 290,000 tested, 1.1% active; AID 1531; in the data active = binding response below about 67% or above about 130%
MEKK2 mut-MEK5: signal of MEK5 binding to mutant human MEKK2 PB1 domain. 290,000 tested, 0.35% active. bead flow cytometry, Alexa488-MEK5 binding to MEKK2 mutant. AID 1530. percent response, % at 10 µM; in the data active = percent response above about 24%, passing the limit was not always enough; note: inactives centre near 1; some results filed as inactive read as strong as hits
NALP1 inh: inhibitors of NALP1 inflammasome in yeast; S. cerevisiae NALP1/ASC/caspase-1 growth, X-gal OD620, 72 h; inhibition, % at 10 µM; 280,000 tested, 0.61% active; AID 2071; in the data active = inhibition mostly above about 24%, no sharp cut-off; inactive = mostly below about 32%; note: some compounds called inactive have numbers as strong as hits
OXTR ag: activates the human oxytocin receptor; CHO-OTR cells, Fluo-8 calcium fluorescence; normalized: DMSO 0%, oxytocin 100%; activation, % at 3 µM; 320,000 tested, 0.32% active; AID 2435;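 active = activation above the mean of all tested compounds plus 3 SD, cutoff set per screening run, cut at about 20% in these data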;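 note: peak over basal fluorescence ratio from a 100 s FLIPR kinetic read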
GalR3 antag: antagonists of human GalR3; O60755; HEK293 GalR3-CNG cAMP membrane potential fluorescence; galR3 body fused to GalR1 C-terminus; inhibition, % at 3 µM; 360,000 tested, 0.44% active;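 active = inhibition above the screen-wide average plus 3 SD, cut at about 13% in these data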;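 note: forskolin and galanin both at EC90 stimulate the cells; cAMP rise reported by CNG channel membrane potential dye signal; 0% = forskolin plus galanin with DMSO and 100% = forskolin alone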
Target sequence (O60755 1-299 limits assumed): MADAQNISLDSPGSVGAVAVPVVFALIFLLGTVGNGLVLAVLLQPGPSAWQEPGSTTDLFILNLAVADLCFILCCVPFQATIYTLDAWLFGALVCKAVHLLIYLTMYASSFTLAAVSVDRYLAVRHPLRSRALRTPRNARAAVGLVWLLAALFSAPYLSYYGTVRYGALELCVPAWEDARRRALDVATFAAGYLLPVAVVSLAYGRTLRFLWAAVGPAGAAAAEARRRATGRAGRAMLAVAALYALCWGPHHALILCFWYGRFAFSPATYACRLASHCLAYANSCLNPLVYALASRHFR
An asterisk follows results filed as active; · = no result given; [ ] = dose if it differs, or a comment.

SMILES	GPR7 antagonist	M18AAP inhibitor	V1R ag counter	OXTR potentiate	MEKK2 WT-MEK5	MEKK2 mut-MEK5	NALP1 inh	OXTR ag	GalR3 antag
CC(=O)N1CN(C2CC(C)(C)NC(C)(C)C2)Cc2c1sc1c2CCCC1	7	-8	0.3	-3	104	4	19	-1.6	-1
CC(C)(C)c1ccc(OCC(O)CNC(=O)c2ccccc2C(=O)O)cc1 (stereo unspecified)	-15	6	2.2	-2	102	0	·	2.9	-3
COc1ccc(CNC(=O)C2CCCN2S(=O)(=O)c2ccc(S(=O)(=O)N(C)C)cc2)cc1 (stereo unspecified)	-6	-4	2.6	-8	117	6	9	0.3	-7
O=C(N/N=C/c1cccc(Oc2ccccc2)c1)c1cccc(Br)c1	-11	4	0.2	-12	99	-2	9	-0.3	-10
Cc1c(C)c(C)c(S(=O)(=O)n2[nH]c(=O)c(CCO)c2C)c(C)c1C	-1	-2	0.5	-13	102	2	14	-0.5	-4
CCOC1OC2C(CO)OC(n3cnc4c(N)ncnc43)C2O1 (stereo unspecified)	-14	7	0.6	-6	116	11	13	-0.2	1
CC(C)CC(=O)Nc1ccc2c(c1)oc1ccccc12	5	-13	-0.2	-5	104	7	2	-0.2	-5
CCNc1ccc(C(=O)OCC(=O)NC(C)c2ccccc2)cc1[N+](=O)[O-] (stereo unspecified)	-8	7	2.7	2	99	-1	23	1.1	4
COC(=O)C/C=N/N=C1/NC(=O)/C(=C/C(=O)O)S1	-4	16	0.9	4	1.0*	3	-17	1.1	-1
Cc1cc(C)n2c(=S)[nH]nc2n1	1	81*	-0.4	-9	113	10	6	0.2	-4
COc1c(-c2ccc(O)c(O)c2)oc2cc(O)cc(O)c2c1=O	·	·	0.7	2	103	5	-12	1.7	-6
CCN(CC)c1ccc(NC(=O)c2ccc3c(c2)c(C)c(C)n3C)cc1	4	4	-0.9	-6	74	-13	6	-2.1	-7
CC1(C)CC(=O)C(C(O)c2ccc([N+](=O)[O-])cc2)C(C)(C)N1 (stereo unspecified)	-6	-4	0.9	-5	107	6	16	1.2	-8
COCCN1C(=O)N[C@@H](c2ccco2)C(C(C)=O)=C1C	-6	4	0.9	-20	101	-5	22	0.0	-4
CCOC(=O)N1CCN(C(=O)CN2C(=O)COc3ccc(C(C)(C)C)cc32)CC1	-14	0	1.0	-5	96	0	26*	1.0	-7
NC(=O)C1(N2CCCCC2)CCN(S(=O)(=O)c2cc(Cl)sc2Cl)CC1	-9	-5	1.2	3	124	20	11	1.4	-6
N#Cc1nc(-c2ccccc2F)oc1NCCc1ccccn1	·	·	0.0	-12	103	2	10	0.4	-1
O=C(CN1CCN(C(=O)c2ccccc2)CC1)NC(=O)NCCC1=CCCCC1	·	·	1.0	4	·	·	·	1.7	-5
COCCC(=O)N1CCCC(C(=O)c2ccccc2SC)C1 (stereo unspecified)	-7	-17	0.2	5	117	9	·	0.2	-10
CCn1ccnc1CN(C)C(=O)CCc1nnc(CCCc2ccccc2)o1	-17	-2	0.9	4	102	8	3	0.3	-2
CNc1c(NS(=O)(=O)c2ccc(OC)c(Cl)c2)c(=O)oc2ccccc12	-4	1	6.3	-7	109	5	13	4.6	9
Cc1ccc(C(=O)C(C)Sc2nnc(N)s2)cc1 (stereo unspecified)	-11	-4	-0.1	2	93	-8	2	-0.8	-2
O=C(O)c1ccccc1-c1ccccc1C(=O)NCc1ccccc1F	4	-14	-0.2	-7	101	1	-14	1.1	-7
COc1ccc(CNC(=O)C(c2cccs2)N(C(=O)c2csnn2)C2CC2)cc1 (stereo unspecified)	-8	-8	-0.8	0	103	-4	22	-1.5	-5
COc1cc(/C=N/NC(=O)Cc2ccccc2)cc([N+](=O)[O-])c1O	-15	-2	-1.4	-4	105	3	9	-1.0	-8
CCOC(=O)c1ccc(N=c2sc(C(=O)OC)cc(=O)n2Cc2ccco2)cc1	3	8	-1.0	-9	105	8	26	-1.1	·
O=C(NCCc1ccccc1Cl)C1CCC(=O)N(Cc2ccc(Cl)cc2)C1 (stereo unspecified)	10	1	2.1	-10	99	0	18	1.8	1
Cc1cc(C(=O)OCC(=O)Nc2c(F)cccc2F)c(C)n1-c1ccccc1	1	-11	7.8	-33	105	5	-10	10	-5
CC(=O)Nc1ccc(Oc2ncccn2)c(Cl)c1	-2	-15	1.2	-16	105	8	3	-0.5	-4
CC(=O)N(CC1CCCO1)c1nnc(-c2ccccn2)s1 (stereo unspecified)	-6	14	1.9	-5	102	0	5	0.5	-5
C=CCOc1c(CNc2ccc(C(=O)O)cc2)cccc1OCC	4	12	1.9	1	100	0	-4	2.5	-2
COc1ccc(N2C(=O)C(Cl)=C(Nc3ccc(OC)cc3OC)C2=O)cc1	15	-4	-0.3	-12	102	-5	-1	-0.5	2
COc1ccc(OCC(=O)NC2CCSc3ccccc32)cc1 (stereo unspecified)	·	·	-0.1	-5	·	·	·	-0.8	-5
CCn1nccc1C(=O)Nc1nc2ccccc2n1CCN1CCCCC1	-5	2	-0.7	-6	119	7	18	-1.0	-2
CCOC(=O)C1=C(c2ccccc2)NC(=O)NC1c1cc(OC)c(OC)c(OC)c1 (stereo unspecified)	·	·	-0.5	-6	·	·	·	-0.2	-10
COc1cc(S(=O)(=O)n2nnc3ccccc32)c(OC)cc1Cl	-2	2	-0.1	-2	103	6	-54	-0.6	-5
CCOC(=O)Nc1ccc2c(c1)N(C(=O)CNC)c1ccccc1CC2	16	-11	-0.2	5	107	3	25	2.5	-3
Cc1sc(NC(=O)CSc2nc(O)cc(=O)[nH]2)nc1-c1ccccc1	5	3	1.0	-6	94	-7	-16	-0.4	-5
O=C(CNC(=O)c1ccc(Cl)cc1Cl)OC1CCCCC1=O (stereo unspecified)	·	·	1.2	-4	·	·	·	0.6	-1
O=C(NCc1ccco1)C1CCN(S(=O)(=O)N2CCC3(CC2)OCCO3)CC1	-7	-2	0.6	3	97	-2	·	0.4	-11
O=C(CSc1nc(-c2ccccc2)nc2ccccc12)Nc1cccc(C(=O)O)c1	-2	-4	2.9	-6	6.0*[inhibitor]	-42	-9	1.1	-2
Cc1c(Cl)cnc(NC(=O)CSc2n[nH]c(N)n2)c1Cl	·	·	-0.7	-6	·	·	·	-0.3	-3
CC1CCCN(C(C(=O)NC2CCCCC2)c2cc3c(cc2[N+](=O)[O-])OCO3)C1 (stereo unspecified)	-7	7	0.1	-3	101	-1	15	-0.7	3
CCc1ccccc1NC(=O)N[C@H](C(=O)O)C(C)CC (stereo partly specified)	5	-7	1.2	-17	102	2	10	0.4	-3
Cc1ccccc1OCC(=O)Nc1ccc(S(=O)(=O)Nc2onc(C)c2C)cc1	-3	-16	0.2	-1	88	-11	27	0.2	2
Cn1c(=O)c2c(nc(CN3CCc4ccccc4C3)n2Cc2cccc(Cl)c2)n(C)c1=O	24*	-11	-1.4	-3	101	1	·	-2.5	·
CN1CC2([N+](=O)[O-])CC=C(OCCO)C([N+](=O)[O-])(C1)C2 (stereo unspecified)	-6	-7	0.3	-5	100	-3	-5	-1.0	-3
COc1cc(CC(=O)Nc2cccc(C(F)(F)F)c2)cc(OC)c1OC	-1	-1	6.6	-5	100	2	21	8.6	-3

Rewritten with bars between the fields: entries from further up.
SMILES | GPR7 antagonist | M18AAP inhibitor | V1R ag counter | OXTR potentiate | MEKK2 WT-MEK5 | MEKK2 mut-MEK5 | NALP1 inh | OXTR ag | GalR3 antag
O=C(NCCc1ccccc1Cl)C1CCC(=O)N(Cc2ccc(Cl)cc2)C1 (stereo unspecified) | 10 | 1 | 2.1 | -10 | 99 | 0 | 18 | 1.8 | 1
Cc1cc(C(=O)OCC(=O)Nc2c(F)cccc2F)c(C)n1-c1ccccc1 | 1 | -11 | 7.8 | -33 | 105 | 5 | -10 | 10 | -5
CC(=O)Nc1ccc(Oc2ncccn2)c(Cl)c1 | -2 | -15 | 1.2 | -16 | 105 | 8 | 3 | -0.5 | -4
CC(=O)N(CC1CCCO1)c1nnc(-c2ccccn2)s1 (stereo unspecified) | -6 | 14 | 1.9 | -5 | 102 | 0 | 5 | 0.5 | -5

(cont.)
SMILES	GPR7 antagonist	M18AAP inhibitor	V1R ag counter	OXTR potentiate	MEKK2 WT-MEK5	MEKK2 mut-MEK5	NALP1 inh	OXTR ag	GalR3 antag
c1ccc(Cn2nnnc2CN2CCOCC2)cc1	2	-5	0.4	-13	115	6	-7	-0.9	-4
Cc1cccc(-n2c(O)c(C=Nc3ccccc3-c3n[nH]c(=S)[nH]c3=O)c3ccccc3c2=O)n1	-10	16	0.1	-4	100	4	3	0.5	-2
O=C(CSc1n[nH]c(=O)n1-c1ccccc1)Nc1ccccc1C(F)(F)F	-6	0	0.3	-2	104	4	-21	-0.1	-11
CCc1ccc(C(=O)CCC2CCCCC2=O)cc1 (stereo unspecified)	0	-8	-0.7	-14	109	3	7	-2.2	·
CCOc1ccc(N(CC(=O)NC2CCCCCC2)S(=O)(=O)c2c(C)[nH]c(=O)[nH]c2=O)cc1	0	0	-0.1	-5	111	3	37	0.7	-2
CC(=O)NC1(C(F)(F)F)C(=O)N(Cc2ccccc2)C2=C1C(=O)CC(C)(C)C2 (stereo unspecified)	-10	4	0.1	-6	95	0	4	0.4	-1
C/C(=N\NC(=S)Nc1ccc(C(C)C)cc1)c1ccc2c(c1)OCO2	1	-1	0.1	-5	90	-6	4	-0.7	-3
O=C(O)c1cccc(NC(=O)C2C3C=CC(C3)C2C(=O)O)c1 (stereo unspecified)	-5	-9	-0.4	-9	96	4	20	0.6	-1
COc1ccc(S(=O)(=O)N2CCCCCC2)cc1C(=O)N(C)Cc1cccc(OC)c1OC	·	·	2.6	-2	·	·	·	1.2	1
Cc1ccc(C)c(S(=O)(=O)N2CCC(c3nc4c(nnn4Cc4ccc(F)cc4)c(=O)[nH]3)CC2)c1	-11	-5	0.4	1	87	-6	1	0.5	0
O=C1Nc2ccc(Br)cc2C1(O)Cc1ccccn1 (stereo unspecified)	-22	3	1.3	7	96	-3	-14	1.8	-11
Cc1nn(Cc2c(Cl)cccc2Cl)c(C)c1NC(=O)c1cc(C(C)C)on1	-5	-1	27*	-7	98	-3	-39	2.7	·
Cn1c(SCC(=O)C(C)(C)C)nnc1-c1ccncc1	-7	1	7.7	-6	109	5	10	0.4	0
Cc1ccc2c(c1)N(CC(=O)NCCc1c[nH]c3ccccc13)C(=O)CO2	-5	7	1.7	-9	106	5	2	2.4	-1
O=C(NCCO)c1ccc2c3n(nc2c1)-c1ccc(Cl)cc1CO3	·	·	-0.9	-9	105	5	7	-1.1	-1
CCOC(=O)C1CCN(C(=O)c2ccccc2NS(=O)(=O)c2ccc(F)cc2)CC1	-8	2	0.3	0	94	-2	19	0.0	1
COc1cccc(/C=N/NC(=O)c2ccc3nc[nH]c3c2)c1	4	10	0.5	2	94	3	-2	2.2	-7
Cc1nnc(SCC(=O)Nc2ccc3c4c(cccc24)CC3)n1C	-6	-20	-0.3	3	100	2	·	-0.7	-2
CCCc1ccc2c(N)c(C#N)sc2n1	-8	-6	-1.0	1	105	5	18	-1.5	11
Clc1ccc(/C=N/Nc2ncnc3ccccc23)cc1Cl	-2	8	-1.4	-6	·	·	-7	-1.5	-2
CCN(CC)CCNC(=O)c1cc2c(=O)n(CC)c3ccccc3c2s1	1	-2	0.8	-7	111	6	0	0.0	-16
CC1(C)Cc2c(sc3ncn4c(=S)[nH]nc4c23)CO1	-10	43*	-1.0	1	107	-1	-2	-1.7	-4
CCc1cccc2c(N=O)c(O)[nH]c12	-9	1	-0.1	5	110	0	16	-1.3	-4
COc1ccc(S(=O)(=O)N/N=C\c2ccccc2F)cc1	-15	7	0.7	-2	98	-2	13	0.3	-3

Source: PubChem
